FAS TE block – FAS thioesterase (human) inhibition | AID 602261 | 0.67% of 360,000 active | inhibition, % at 15 µM | P49327 | recombinant FAS-TE, OMFH fluorogenic substrate, fluorescence endpoint;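 active = compounds whose normalised, plate-corrected inhibition of enzyme fluorescence in the single-dose primary screen is 50% or more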;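 also: 0% = DMSO with enzyme and 100% = substrate without enzyme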
MsrA inh – bovine MsrA inhibition. purified bovine MsrA, absorbance read-out. inhibition, % at 15.5 µM. 0.75% of 360,000 active. AID 651718; in the data active = inhibition above about 4.5%;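 also: 0% = vehicle wells with enzyme and 100% = reference inhibitor wells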
MLLE-PAM2 inh – blocks PAM2 peptide binding to the PABP1 MLLE domain; GST-MLLE / FITC-PAM2 fluorescence polarization; inhibition, % at 20 µM; 0.36% of 360,000 active; in the data active = inhibition above about 35%, passing the limit was not always enough;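 also: plate controls were DMSO wells with GST-MLLE for no effect and wells lacking GST-MLLE protein for full effect; some results filed as inactive read as strong as hits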
bovine MsrA act – bovine methionine sulfoxide reductase A activation | purified bovine MsrA, absorbance read-out | activation, % at 10.6 µM | 0.3% of 360,000 active; in the data active = activation above about 7.5%;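 also: 0% = vehicle and 100% = reference activator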
TbMetRS inhib – Trypanosoma brucei MetRS inhibition. purified T. brucei MetRS, ATP depletion, Kinase-Glo luminescence. inhibition, % at 11.9 µM. 0.4% of 360,000 active;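 active = inhibition above a per-plate cutoff of the control wells' mean inhibition plus 3 SD, cut at about 5.5% in these data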;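 also: 0% = DMSO wells median and 100% = median of wells with control inhibitor compound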
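Assay system: T. brucei methionyl-tRNA synthetase, purified | Medium: HEPES buffer with MgCl2, KCl, DTT, spermine, BSA, pyrophosphatase | Compound: 11.9 µM single point | Incubation: 15 min enzyme-compound preincubation, 2 h reaction, 10 min detection, 25 °C | Measured by: Kinase-Glo luciferase luminescence reporting remaining unconsumed ATP | Measure: % inhibition normalized to control-well medians | Replication: Singlicate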
NRP1-CendR mod – modulators of CendR peptide binding to human neuropilin-1. O14786. FAM-RPARPAR peptide binding to NRP-1, fluorescence polarization. inhibition, % at 25 µM. 0.85% of 360,000 active. AID 602438;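 active = inhibition or corrected inhibition above about 18%, plus a signal ratio from 0.5 to 1.5, limit read from the data, passing the limit was not always enough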; also: strong numbers were not always called active
MT1-MMP act inh – MT1-MMP (human) activation inhibition; P50281; HT1080 RFP-PRO-GFP cells, GFP/RFP ratio fluorescence, overnight; percent of plate control window, DMSO zero; GFP/RFP ratio change, % at 20 µM; 0.061% of 360,000 active; AID 651647;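 active = GFP/RFP ratio change of at least 30% with cell ATP level not reduced by more than half and red fluorescence within 50% of control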; also: strong numbers were not always called active
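Read-out: GFP/RFP fluorescence ratio; Test system: RFP-PRO-GFP reporter HT1080 cells; Compound dosing: single-point 20 µM compound, 1% DMSO; Times: overnight compound exposure at 37 °C.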
SKN-1 inh – blocks SKN-1 activity in C. elegans; inhibition, % at 21.8 µM; 0.49% of 360,000 active; C. elegans VP596 Pgst-4::GFP/RFP ratio, acrylamide-induced, 24 h;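 active = interference check ratio from 0.5 to 1.5 plus GFP to RFP signal ratio inhibition reaching or exceeding a fixed threshold, cut at about 30% in these data, passing the limit was not always enough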; also: some compounds called inactive have numbers as strong as hits
eLon inh – E. coli protease La inhibition; P0A9M0; 0.42% of 360,000 active; AID 602123; purified E. coli Lon protease, fluorescence polarization; inhibition, % at 7.94 µM; in the data active = inhibition above about 13%, passing the limit was not always enough;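 also: 0% = enzyme with probe and DMSO and 100% = no enzyme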
Starred values were filed as active, the others as inactive.

`Cc1ccc(N2CN(CCC3=CCCCC3)CNC2=S)cc1` gave FAS TE block 0, MsrA inh -2.0, MLLE-PAM2 inh -56, bovine MsrA act -1, TbMetRS inhib 0.0, NRP1-CendR mod 10, MT1-MMP act inh 2, SKN-1 inh 15 and eLon inh 0.
`COc1ccccc1NC(=S)N1CCN(c2nc(-c3ccccc3)cs2)CC1` gave FAS TE block 23, MsrA inh 0.9, MLLE-PAM2 inh -93, bovine MsrA act -3, TbMetRS inhib 0.5, NRP1-CendR mod 9, MT1-MMP act inh -8, SKN-1 inh 1 and eLon inh 7.
`Cc1c(NC(=O)C(C)OC(=O)c2ccccc2O)c(=O)n(-c2ccccc2)n1C` (stereo unspecified) gave FAS TE block -7, MsrA inh 1.1, MLLE-PAM2 inh -8, bovine MsrA act -4, TbMetRS inhib -0.2, NRP1-CendR mod 9, MT1-MMP act inh 2, SKN-1 inh 7 and eLon inh -20.
COc1cc(C2=NOC(C(=O)N3CCN(c4ccc(F)cc4)CC3)C2)cc(OC)c1OC (stereo unspecified) was read as FAS TE block 2, MsrA inh 0.8, MLLE-PAM2 inh -4, bovine MsrA act -13, TbMetRS inhib -1.9, NRP1-CendR mod 3, MT1-MMP act inh 6, SKN-1 inh 4 and eLon inh -10.
`COc1ccc(C(C(=O)NC(C)(C)C)n2c(-c3ccc(=O)[nH]c3)nc3ccccc32)cc1` (stereo unspecified) gave MsrA inh -0.2, TbMetRS inhib -0.8, NRP1-CendR mod 2, MT1-MMP act inh -7 and SKN-1 inh 15.
For Cc1ccc(CSC2=NCCN2C(=O)c2ccc([N+](=O)[O-])cc2)cc1 the results were FAS TE block -4, MsrA inh -1.1, MLLE-PAM2 inh 10, bovine MsrA act 0, TbMetRS inhib -0.7, NRP1-CendR mod 6, MT1-MMP act inh 6, SKN-1 inh -7 and eLon inh 0.
COc1ccc(-c2ccc(C(=O)NCc3ccc(C(F)(F)F)cc3)c3occc23)c(C)c1 was read as FAS TE block 22, MsrA inh 1.3, MLLE-PAM2 inh -1, bovine MsrA act -1, TbMetRS inhib -0.3, NRP1-CendR mod -1, MT1-MMP act inh -5, SKN-1 inh 12 and eLon inh 8.
For COc1ccc(CCC(=O)NCCc2nc3ccccc3[nH]2)cc1 the results were FAS TE block -9, MsrA inh -0.6, MLLE-PAM2 inh 2, bovine MsrA act -12, TbMetRS inhib 9.4*, NRP1-CendR mod 9, MT1-MMP act inh -3, SKN-1 inh -22 and eLon inh 3.
For O=C(CC(Nc1ccccc1Cl)C(=O)O)c1ccccc1 (stereo unspecified) the results were FAS TE block -2, MsrA inh -0.6, MLLE-PAM2 inh 15, bovine MsrA act -8, TbMetRS inhib -0.6, NRP1-CendR mod 14, MT1-MMP act inh 2, SKN-1 inh 7 and eLon inh 3.
Cc1[nH]nc2nc(SCC(=O)NC3CCCCC3)n(-c3ccc(Br)cc3)c(=N)c12 was read as FAS TE block -3, MsrA inh 1.1, MLLE-PAM2 inh 1, bovine MsrA act -2, TbMetRS inhib 0.0, NRP1-CendR mod -13, MT1-MMP act inh -2, SKN-1 inh 1 and eLon inh 1.
Screening COc1cccc(NS(=O)(=O)c2ccc3[nH]cc(C(=O)NC4CC4)c(=O)c3c2)c1 returned FAS TE block 4, MsrA inh 0.9, MLLE-PAM2 inh 5, bovine MsrA act -6, TbMetRS inhib -0.3, NRP1-CendR mod -13, MT1-MMP act inh -5, SKN-1 inh -2 and eLon inh -19.
COc1ccc(N=C2C(=S)N(c3ccc(OC)cc3)C(=NS(=O)(=O)c3ccccc3)N2c2ccccc2)cc1 was read as FAS TE block 6, MsrA inh 0.7, MLLE-PAM2 inh 29, bovine MsrA act -1, TbMetRS inhib -0.1, NRP1-CendR mod 6, MT1-MMP act inh 2, SKN-1 inh -2 and eLon inh -8.
`CC(C)Oc1cccc(C(=O)C2CCCN(C(=O)c3ccccn3)C2)c1` (stereo unspecified) gave FAS TE block -6, MsrA inh -1.1, MLLE-PAM2 inh -1, bovine MsrA act -6, TbMetRS inhib -0.8, NRP1-CendR mod -1, MT1-MMP act inh -1, SKN-1 inh -14 and eLon inh 2.
For O=C1CS/C(=N\C(=O)N2c3ccccc3Sc3ccccc32)N1 the results were FAS TE block -7, MsrA inh 0.5, MLLE-PAM2 inh -10, bovine MsrA act -6, TbMetRS inhib -0.1, NRP1-CendR mod -37, MT1-MMP act inh -13, SKN-1 inh -30 and eLon inh -12.
`CCN(C(=O)COc1cccnc1[N+](=O)[O-])C1CCS(=O)(=O)C1` (stereo unspecified) gave FAS TE block -14, MsrA inh -0.1, MLLE-PAM2 inh 0, bovine MsrA act -5, TbMetRS inhib -0.2, NRP1-CendR mod -6, MT1-MMP act inh 4, SKN-1 inh -5 and eLon inh 6.
`O=C(NN1CCOCC1)c1cc(S(=O)(=O)Nc2cccc(C(F)(F)F)c2)ccc1Cl` gave FAS TE block -1, MsrA inh -0.1, MLLE-PAM2 inh -5, bovine MsrA act -3, TbMetRS inhib -0.4, NRP1-CendR mod -8, MT1-MMP act inh -3, SKN-1 inh -1 and eLon inh -5.
For Cc1cc(NC(=O)CN(C)CC(=O)Nc2ccc(F)c(F)c2F)no1 the results were FAS TE block -7, MsrA inh -0.3, MLLE-PAM2 inh 2, bovine MsrA act -2, TbMetRS inhib -0.2, NRP1-CendR mod 2, MT1-MMP act inh -1, SKN-1 inh 4 and eLon inh 1.
For Nc1nncn1C(=O)c1cc(Br)ccc1Cl the results were FAS TE block -2, MsrA inh 0.0, MLLE-PAM2 inh -5, bovine MsrA act 1, TbMetRS inhib -0.3, NRP1-CendR mod 0, MT1-MMP act inh 4, SKN-1 inh 12 and eLon inh 0.
`Cc1ccc2[nH]c3c(=O)n(CC(=O)N4CCN(C)CC4)ncc3c2c1` gave FAS TE block -8, MsrA inh -0.2, MLLE-PAM2 inh -15, bovine MsrA act -4, TbMetRS inhib 0.1, NRP1-CendR mod 4, MT1-MMP act inh 2, SKN-1 inh 4 and eLon inh -7.
Screening COc1ccccc1N1C(=O)C2C(C(=O)c3ccccc3)=NN(c3ccccc3)C2C1=O (stereo unspecified) returned FAS TE block 40, MsrA inh -0.3, MLLE-PAM2 inh -42, bovine MsrA act -2, TbMetRS inhib -0.2, NRP1-CendR mod -17, MT1-MMP act inh -93, SKN-1 inh 3 and eLon inh -37.
Screening CCCn1c(=O)c2ccccc2n2c(SCC(N)=O)nnc12 returned FAS TE block -2, MsrA inh 0.8, MLLE-PAM2 inh -3, bovine MsrA act -2, TbMetRS inhib 0.5, NRP1-CendR mod 13, MT1-MMP act inh 0, SKN-1 inh 7 and eLon inh -1.
Screening COc1ccc(OC)c(-c2cc(C(=O)Nc3c(C)n(C)n(-c4ccccc4)c3=O)no2)c1 returned FAS TE block -1, MsrA inh 3.4, MLLE-PAM2 inh 0, bovine MsrA act -13, TbMetRS inhib -1.4, NRP1-CendR mod -18, SKN-1 inh -11 and eLon inh -2.
`COc1ccc(N(CC(=O)N2CCN(c3ccc(F)cc3)CC2)S(=O)(=O)c2c(C)noc2C)cc1` gave FAS TE block 8, MsrA inh 0.2, MLLE-PAM2 inh -9, bovine MsrA act -2, TbMetRS inhib -0.4, NRP1-CendR mod -1, MT1-MMP act inh 0, SKN-1 inh 11 and eLon inh -2.
CCN(CC)C(=O)Nc1cnc2ccccc2c1 was read as FAS TE block -1, MsrA inh 0.8, MLLE-PAM2 inh 12, bovine MsrA act 5, TbMetRS inhib -0.5, NRP1-CendR mod 0, MT1-MMP act inh -2, SKN-1 inh 3 and eLon inh -9.
Screening Cc1ccc(O)c(C2=NNC(O)(C(F)(F)F)C2)c1 (stereo unspecified) returned FAS TE block 6, MsrA inh -1.0, MLLE-PAM2 inh 3, bovine MsrA act -9, TbMetRS inhib -0.9, NRP1-CendR mod 4, MT1-MMP act inh 8, SKN-1 inh -18 and eLon inh 8.
CCN(CC)CCCN(C(=O)c1ccco1)c1nc(-c2ccc(C)cc2)cs1 was read as FAS TE block 2, MsrA inh 0.3, MLLE-PAM2 inh -7, bovine MsrA act -3, TbMetRS inhib -0.4, NRP1-CendR mod -15, MT1-MMP act inh -1, SKN-1 inh 6 and eLon inh -5.
`Cc1ccc(N(C(=O)c2csnn2)C(C(=O)NC2CCCCC2)c2ccco2)cc1` (stereo unspecified) gave FAS TE block 3, MsrA inh 0.3, MLLE-PAM2 inh 0, bovine MsrA act -7, TbMetRS inhib -0.3, NRP1-CendR mod 4, MT1-MMP act inh 3, SKN-1 inh -6 and eLon inh 0.
`Cc1c(NC(=O)C(C)Sc2nc(N)cc(=O)[nH]2)c(=O)n(-c2ccccc2)n1C` (stereo unspecified) gave FAS TE block -5, MsrA inh 1.1, MLLE-PAM2 inh 18, bovine MsrA act -4, TbMetRS inhib -0.6, NRP1-CendR mod 7, MT1-MMP act inh 0, SKN-1 inh 5 and eLon inh -6.
Screening CCO/C(C)=N/Oc1cncnc1 returned FAS TE block -15, MsrA inh -1.7, MLLE-PAM2 inh 3, bovine MsrA act -3, TbMetRS inhib 0.0, NRP1-CendR mod 8, MT1-MMP act inh 5, SKN-1 inh 8 and eLon inh 0.
Screening O=C(CS(=O)(=O)c1cn(CC(=O)N2CCOCC2)c2ccccc12)NCc1ccc(F)cc1 returned FAS TE block -2, MsrA inh -0.1, MLLE-PAM2 inh -2, bovine MsrA act 0, TbMetRS inhib -0.3, NRP1-CendR mod -7, MT1-MMP act inh 3, SKN-1 inh -4 and eLon inh -8.
For CC(=O)OCC(=O)N1CCN(c2ccc([N+](=O)[O-])cc2)CC1 the results were FAS TE block -6, MsrA inh 2.0, MLLE-PAM2 inh 7, bovine MsrA act -3, TbMetRS inhib 0.2, NRP1-CendR mod -1, MT1-MMP act inh 0, SKN-1 inh 6 and eLon inh -11.
`CC(=O)C1=CCC(c2ccc(Cl)cc2)N(S(=O)(=O)c2ccccc2)C1` (stereo unspecified) gave FAS TE block 16, MsrA inh -0.4, MLLE-PAM2 inh 0, bovine MsrA act -2, TbMetRS inhib -0.8, NRP1-CendR mod 8, MT1-MMP act inh -2, SKN-1 inh 6 and eLon inh -5.
Screening O=C1C2CCCN2C(=O)N1CCCCN1CCN(c2ccc(F)cc2)CC1 (stereo unspecified) returned FAS TE block -10, MsrA inh -1.2, MLLE-PAM2 inh 13, bovine MsrA act -4, TbMetRS inhib -0.9, NRP1-CendR mod -10, MT1-MMP act inh 3, SKN-1 inh 11 and eLon inh -5.

By substructure, those above containing a CF3 group.
COc1ccc(-c2ccc(C(=O)NCc3ccc(C(F)(F)F)cc3)c3occc23)c(C)c1 was read as FAS TE block 22, MsrA inh 1.3, MLLE-PAM2 inh -1, bovine MsrA act -1, TbMetRS inhib -0.3, NRP1-CendR mod -1, MT1-MMP act inh -5, SKN-1 inh 12 and eLon inh 8.
`O=C(NN1CCOCC1)c1cc(S(=O)(=O)Nc2cccc(C(F)(F)F)c2)ccc1Cl` gave FAS TE block -1, MsrA inh -0.1, MLLE-PAM2 inh -5, bovine MsrA act -3, TbMetRS inhib -0.4, NRP1-CendR mod -8, MT1-MMP act inh -3, SKN-1 inh -1 and eLon inh -5.
Screening Cc1ccc(O)c(C2=NNC(O)(C(F)(F)F)C2)c1 (stereo unspecified) returned FAS TE block 6, MsrA inh -1.0, MLLE-PAM2 inh 3, bovine MsrA act -9, TbMetRS inhib -0.9, NRP1-CendR mod 4, MT1-MMP act inh 8, SKN-1 inh -18 and eLon inh 8.
